Assay outcomes as filed in PubChem BioAssay.
CRE Fsk mod: alters forskolin-stimulated CRE reporter signaling in CHO cells. AID 662. CHO CRE-bla reporter (cAMP response element driving beta-lactamase), forskolin EC10, beta-lactamase ratio. Potency, µM (titrated, usually from 38.2 µM), for inactives: at the highest dose activity change, negative = inhibition, hits mostly activators. 71,000 compounds, 2.5% hits; active means well fitted activation curve with a large enough effect in the signal ratio, with a control signal flat, not every such curve was filed as active; inconclusive means small, poorly fitted or top-dose-only effect, or effect the other way, or a change in a side signal; the % refers to the signal ratio; further: potency means the concentration at half of the fitted maximal effect; % of control where 0% means no effect
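CHO CRE-bla cells, overnight plating in Opti-MEM with 0.5% dialyzed FBS; cpd titration + EC10 NKH 477, 3 h 37 °C; CCF4 2 h RT; ex 405/em 460 vs 530 ratio → %Activity, AC50.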
15-hLO inh: 15-hLO (ALOX15) enzyme inhibition. 74,000 compounds, 1.4% hits. AID 887. purified 15hLO-1, xylenol orange hydroperoxide absorbance. Potency, µM (highest dose often 57.1 µM), without a hit: top-dose activity change, negative = inhibition, actives largely listed as inhibitors. P16050; further: potency means the concentration at half of the fitted maximal effect; on the % scale 0 is the no-effect control and ±100 the full control effect; nearly all actives have a fitted effect of over 55% in size
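Purified human 15hLO-1 (40 nM) in 25 mM Hepes pH 7.5, 0.01% Triton X-100, preincubated 15 min RT with compound, then 50 uM arachidonic acid for 6 min. Hydroperoxide read by ferrous/xylenol orange, 30 min; 573/405 nm absorbance ratio gave progress.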
USP2a inh: USP2a (human) protease inhibition. USP2a enzymatic assay, qHTS inhibition. Potency, µM (highest dose often 38.3 µM), for inactives: at the highest dose activity change, negative = inhibition, hits mostly inhibitors. 60,000 compounds, 0.1% hits;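 further: potency means the concentration at half of the fitted maximal effect; nearly all actives have a fitted effect of over 60% in size; plate controls were DMSO for no effect and NEM full inhibition control for full effect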
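USP2 core (20nM final) preincubated 30 min RT with compound, then Ub-PLA2 20nM and NBD C6-HPC 20uM final added; buffer 20mM Tris-HCl pH 8.0, 2mM CaCl2. Fluorescence Ex 460/Em 535 read at 0 and 2.5 h; normalized to NEM.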
Hsp90 Hop PPI: changes Hsp90-Hop TPR2A binding signal, up or down | Potency, µM (doses to about 57 µM), for the others: top-dose activity change, negative = inhibition | AlphaScreen TPR2A-His6 binding biotin-Hsp90 C-terminal peptide | 71,000 compounds, 0.44% hits | AID 595; active means well fitted curve in either direction with a large enough effect; inconclusive means small, poorly fitted or top-dose-only effect, or another doubt; further: potency means the concentration at half of the fitted maximal effect; on the % scale 0 is the no-effect control and ±100 the full control effect; many of its hits are not listed in these tables
HBB splice mod: hemoglobin beta splicing modulation; Potency, µM (doses to about 46.1 µM), without a hit: at the highest dose activation, most hits filed as activators; AID 925; HBB splicing reporter cell assay, activation; EGFP reporter with mutant IVS2-654 intron; response scale: normalised to 500 nM splice-correcting PNA; 65,000 compounds, 0.06% hits; further: potency means the concentration at half of the fitted maximal effect; 0% is about no effect
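HeLa cells stably expressing EGFP interrupted by mutant beta-globin intron 2 (IVS2-654), 500/well in 2% FCS. Treated with compound for 2 days at 37C. Splicing correction scored as total well GFP intensity (488 nm excitation, 500-520 nm emission); 500 nM antisense PNA served as control.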
Epigenetic mod: epigenetic GFP locus derepression in mouse cells. mouse C127i GFP locus derepression, cytometry, 30 h. Potency, µM (doses to about 46.1 µM), inactives show top-dose GFP derepression (activation). 68,000 compounds, 0.09% hits. AID 597; further: % of control where 0% means no effect
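Derepression screen: silenced CMV-GFP reporter in murine C127i cells, 30 h compound incubation at 37 C, washed cells imaged by laser-scanning cytometer to enumerate GFP-expressing objects of 20 to 120 um.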
DNA Pol III inh: blocks replication by bacterial DNA polymerase III holoenzyme. reconstituted DNA polymerase III holoenzyme replication, biochemical. Potency, µM (highest dose often 57.1 µM), for inactives: top-dose activity change, negative = inhibition. 71,000 compounds, 0.25% hits. AID 603; further: potency means the concentration at half of the fitted maximal effect; on the % scale 0 is the no-effect control and ±100 the full control effect
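Reconstituted *E. coli* holoenzyme (0.35 nM Pol III, 1 nM beta, 154 nM SSB, 2 nM primase) was preincubated with compound for 15 min at RT. Synthesis on 1.4 nM ssM13Gori ran 35 min, then was stopped with PicoGreen/EDTA and read as dsDNA fluorescence.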
BRCT inh red: disrupts BRCA1 BRCT binding to phosphoprotein, red fluorophore readout. BRCT-phosphopeptide binding, red fluorescence polarization. Potency, µM (highest dose often 76.9 µM), for inactives: top-dose activity change, negative = inhibition, hits mostly inhibitors. 75,000 compounds, 0.03% hits; further: on the % scale 0 is the no-effect control and ±100 the full control effect
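Rhodamine-labelled pBACH1 10-mer (100 nM) bound to BRCT domain (100 nM) at pH 7.3; compounds incubated 12 min room temperature, polarization read. Free peptide defines full inhibition; unlabelled decapeptide titrated as control.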
HADH2 inhib: blocks human hydroxyacyl-CoA dehydrogenase type II | Q99714 | recombinant HADH2, NADH fluorescence, beta-hydroxybutyryl-CoA | Potency, µM (highest dose often 57.1 µM), without a hit: top-dose activity change, negative = inhibition, usual class: inhibitors | 73,000 compounds, 3.4% hits | AID 886; further: potency means the concentration at half of the fitted maximal effect; on the % scale 0 is the no-effect control and ±100 the full control effect; nearly all actives have a fitted effect of over 60% in size; many of its hits are not listed in these tables
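NADH fluorescence (ex 360/em 450 nm) read every 30 s for 4 min; activity taken as last-minus-first time point difference. Enzyme 20 nM, NAD+ 1 mM, beta-hydroxybutyryl-CoA 90 uM, pH 9.0 Tris buffer.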
BRCT PPI green: inhibitors of human BRCA1 BRCT-phosphoprotein interaction (green fluorophore); AID 875; P38398; BRCA1 BRCT-phosphopeptide binding, green fluorescence polarization; 75,000 compounds, 0.05% hits; Potency, µM (doses to about 76.9 µM), for the others: at the highest dose activity change, negative = inhibition, actives largely listed as inhibitors;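 further: potency means the concentration at half of the fitted maximal effect; plate controls were peptide without protein for full effect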
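Compounds were incubated for 12 min at room temperature with a complex of 100 nM fluorescein-tagged pBACH1 decapeptide and 250 nM His-tagged BRCT protein. Buffer was phosphate pH 7.3 with EDTA, DTT and Tween 20. Disruption of binding lowers the polarization signal.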
UbGFP stabilizer: proteasome inhibitors stabilizing ubiquitin-GFP reporter. Ubiquitin-GFP reporter cells, proteasome inhibition, GFP fluorescence; response scale: untreated = 0%, 10 µM MG-132 = 100%. Potency, µM (highest dose often 45.9 µM), without a hit: at the top dose activation (GFP accumulation), actives largely listed as activators. 67,000 tested, under 10 active; active means well fitted activation curve with a large enough effect, not every such curve was filed as active; inconclusive means small, poorly fitted or top-dose-only effect, or another doubt; inactive means no such curve, though single readings can be large or run the other way; further: potency means the concentration at half of the fitted maximal effect
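U2OS cells expressing ubiquitin(G76V)-GFP, seeded overnight in 0.5% FBS medium, then treated 4 hr at 37 C across 46 uM to 2.9 nM. GFP-positive cells counted by laser cytometry (488 ex/515 em); %activity scaled between basal and 10 uM MG-132.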
The depositor's hits bear a star; ? = inconclusive; . = not tested or not shown; [ ] = another dose, or the depositor's remark. Unless noted, the call rests on the fitted dose curve; in most records, active means well fitted curve in the direction sought with a large enough effect; inconclusive means small, poorly fitted or top-dose-only effect, or another doubt; inactive means no such curve, though single readings can be large; an effect the other way counts as inactive or inconclusive.

Values run as follows: HBB splice mod	BRCT inh red	UbGFP stabilizer	Epigenetic mod	BRCT PPI green	Hsp90 Hop PPI	DNA Pol III inh	15-hLO inh	CRE Fsk mod	HADH2 inhib	USP2a inh
#1 Cc1cccc(-c2nnc(SCC#N)n2-c2ccccc2)c1
 : 1.0%	0.4%	-4%	0%	-1.9%	-1%	4%	-1%	?	8%	0%
#2 Cn1c(=O)n(C)c2cc(NC(=O)c3cc4ccccc4o3)ccc21
 : 0.7%	0.3%	-4%	-3%	-0.2%	0%	-1%	-14%	10µM*	-6%	19%
#3 O=C(O)Cn1nnnc1SCC(=O)Nc1ccc(OC(F)(F)F)cc1
 : -1.1%	-0.1%	-4%	0%	-1.9%	-3%	-3%	7%	?	-5%	2%
#4 Nn1c(SCC(=O)NCCC2=CCCCC2)nnc1C1CCCCC1
 : -0.8%	-0.1%	-5%	2%	-1.4%	0%	-6%	7%	-1%	17%	8%
#5 Cc1noc(C)c1C(=O)Nc1sc2c(c1C(N)=O)CCC2
 : -0.2%	0.2%	2%	3%	-0.2%	1%	1%	-2%	?	?	21%
#6 CC1=C(C)SC(=C(C#N)c2nnc(N3CCOCC3)n2-c2ccccc2)S1
 : -5.2%	0.8%	-2%	1%	-3.6%	-3%	-4%	7%	-4%	14%	3%
#7 CCOC(=O)NC(Nc1nnc(C)s1)(C(=O)OCC)C(F)(F)F (configuration not stated)
 : 0.9%	-1.7%	0%	-1%	-1.9%	-4%	-3%	-1%	-11%	1%	3%
#8 CC(C)Cc1nnc(NC(=O)CSc2nc(=O)cc(N)n2-c2ccccc2)s1
 : -0.1%	0.2%	2%	-2%	-0.6%	-7%	-5%	9%	-11%	-3%	13%
#9 Cc1nc2sc(C(c3ccco3)N3CCC(C)CC3)c(O)n2n1 (configuration not stated)
 : -0.9%	-1.0%	-12%	.	-0.9%	-7%	-2%	39%[activator]	2%	-4%	.
#10 Cc1c(C(=O)NCCCN2CCCC2=O)oc2ccc(S(=O)(=O)N3CCOCC3)cc12
 : -0.2%	-0.3%	8%	0%	0.6%	4%	0%	6%	1%	0%	3%
#11 COc1ccc(Oc2ncc3nc(-c4ccc(Cl)cc4)c(=O)n(C)c3n2)cc1
 : -1.1%	-0.2%	8%	3%[9.22 µM]	-0.6%	-4%	4%	1%	4%	0%	93%[activator]
#12 Cc1nn(-c2ccccc2)c(C)c1NC(=O)c1cccs1
 : .	-0.8%	-5%	-4%	-2.1%	1%	-4%	1%	-7%	3%	-1%
#13 COc1ccc(OCC(=O)Nc2ccc(C)cc2)cc1
 : .	-0.3%	2%	0%	1.3%	4%	-3%	1%	-5%	5%	-6%
#14 CCOC(=O)N1CCC(NC(=O)CCc2nc(-c3ccc(C)cc3)no2)CC1
 : -0.5%	-0.4%	11%	-3%	0.3%	-2%	-5%	-3%	15%	4%	-3%
#15 CCOCCCNC(=O)C(NC(=O)c1cnccn1)c1ccc(OC)cc1 (configuration not stated)
 : -1.1%	-0.7%	9%	1%	-3.0%	0%	3%	-2%	?	3%	-4%
#16 Cc1cc(C)c(NC(=O)CN2C(=O)NC3(CCCCC3)C2=O)c(Cl)c1
 : -0.4%[57.5 µM]	1.8%	0%	0%	-2.1%	0%	2%	8%	-9%	-7%	0%
#17 CC(=O)Nc1ccc(OCC(O)CN2CCN(Cc3ccccc3)CC2)cc1 (configuration not stated)
 : 1.0%	-1.8%	2%	1%	-0.5%	-5%	-2%	14%	-3%	?	5%
#18 COc1ccc(Cl)cc1C(=O)Nc1nnn(C)n1
 : .	0.0%	6%	-2%	-9.5%	1%	-10%	-1%	10%	-5%	-5%
#19 Cc1cc(C)n(-c2ccc(C(=O)Nc3ccc(S(=O)(=O)NCc4ccco4)cc3)cc2)n1
 : -0.1%[57.5 µM]	0.9%	1%	3%	-0.7%	-10%	3%	-6%	-22%	-2%	24%
#20 COc1cc(C(c2nnnn2C2CCCC2)N2CCN(C)CC2)cc(OC)c1OC (configuration not stated)
 : -1.0%	-0.3%	-2%	0%	-0.4%	-3%	-5%	2%	1%	4%	-6%
#21 Cc1ccc(-c2nc(C#N)c(NCc3cccc4c3OCO4)o2)cc1
 : 0.4%	0.1%	-1%	0%	-2.1%	-15%	-4%	?	?	?	-4%
#22 COC(=O)c1ccc(CSc2nc3ccccc3c(=O)n2Cc2ccco2)o1
 : -0.3%[57.5 µM]	0.2%	0%	-1%	-1.5%	2%	9%	2%	18%	8%	3%
#23 Cc1cc(C)c2c(CN3CCN(CCO)CC3)cc(=O)oc2c1
 : -1.7%	0.4%	11%	0%	-0.4%	-3%	-2%	16%	?	2%	-3%
#24 CCOC(=O)CCCNC(=O)CCNC(=O)c1ccc(OCC)cc1
 : -0.6%[9.22 µM]	-0.2%	-7%	1%	-1.3%	-3%	-7%	2%	1%	-1%	1%
#25 CCCN1C2=NS(=O)(=O)CCN2c2ccccc21
 : 0.7%	1.3%	1%	-1%	-0.3%	-3%	-3%	0%	20%	-22%	-1%
#26 CCOc1ccccc1C(=O)N(Cc1ccco1)C1CCS(=O)(=O)C1 (configuration not stated)
 : -1.0%	1.3%	2%	0%	-0.7%	-6%	10%	5%	-4%	-2%	-2%
#27 Cc1ccc(C2CC(c3ccco3)n3ncnc3N2)cc1 (configuration not stated)
 : -1.1%	0.2%	-2%	.	-1.0%	-5%[2.3 µM]	-3%	12%	-5%	-19%	.
#28 Cc1nc2sc3c(c2c2nc(-c4ccco4)nn12)CC(C)(C)OC3
 : -0.5%[57.5 µM]	-0.2%	-2%	2%	-1.2%	1%	-5%	6%	3.2µM*	6%	6%
#29 COc1ccc(C(O)P(=O)(O)CCc2ccccc2)cc1 (configuration not stated)
 : 4.3%[1.84 µM]	0.4%	-2%	4%	-0.9%	3%	-5%	-1%	?	0%	3%
#30 CCOc1ccc2nc(NCCNC(=O)Nc3cccc(C)c3)c(C#N)cc2c1
 : -0.7%	-0.6%	-5%	-2%	2.0%	13%	-1%	-6%	?	25%	13%
#31 Cc1cc(C)n2cc(CSc3nnnn3-c3ccccc3)nc2n1
 : 1.6%[57.5 µM]	3.8%	4%	-1%	1.4%	-5%	0%	4%	?	-5%	5%
#32 CC(=O)c1cc2c(cc1NC(=O)c1cc(C)nn1-c1ccccc1)OCO2
 : 0.9%	1.1%	-9%	3%	-0.9%	4%	-5%	-15%	7.9µM*	11%	.
#33 CCC(C)N(C(=O)COC(=O)c1[nH]c(C)c(C(C)=O)c1C)C1CCS(=O)(=O)C1 (configuration not stated)
 : 3.7%	-0.1%	1%	1%	3.2%	-2%	7%	?	?	6%	-6%
#34 COc1cc2c(cc1OC)C(C)N(C(=O)CCN1C(=O)C3C4C=CC(C4)C3C1=O)CC2 (configuration not stated)
 : -2.2%	0.5%	13%	4%	3.2%	-3%	-2%	6%	?	-1%	5%
#35 O=S(=O)(c1ccccc1)n1ccc2ccccc21
 : 0.8%[0.0738 µM]	0.3%	-5%[9.17 µM]	-4%	-1.5%	12%[11 µM]	1%[11.4 µM]	-4%[11.4 µM]	?	-7%[11.4 µM]	-5%[7.66 µM]
#36 CCn1cc(Br)c(C(=O)Nc2cccc(Cl)c2)n1
 : 1.6%	-0.7%	11%	0%	2.2%	4%	0%	-2%	-9%	6%	6%
#37 CCCOC(=O)c1ccc(Oc2cn[nH]c2-c2ccc(OC)cc2O)cc1
 : 0.2%	-1.5%	-7%	13%	4.1%	7%	-11%	-29%	?	1%	?

This is a subset; the hit share may differ from the screen's.
